# RORgamma inh = qHTS for inhibitors of ROR gamma transcriptional activity; Nuclear receptor ROR-gamma (Mus musculus), P51450; Drosophila S2 Gal4-RORgamma UAS-luciferase reporter, 20 h; Potency, µM (series often up to 53.6 µM), inactives show top-dose activity change, negative = inhibition, hits mostly inhibitors; 310,000 compounds, 5.4% hits; further: potency means the concentration at half of the fitted maximal effect; on the % scale 0 is the no-effect control and ±100 the full control effect; nearly all actives have a fitted effect of over 60% in size
#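 Drosophila Schneider cells stably carrying a metallothionein-driven Gal4 DBD–ROR gamma fusion and a UAS-Photinus luciferase reporter were exposed to compound for 1 hr, then induced with copper sulfate (700 uM final) for 20 hr at ambient temperature before luminescence reading.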
# PKM2 act = qHTS Assay for Activators of Human Muscle isoform 2 Pyruvate Kinase; Pyruvate kinase PKM (Homo sapiens), P14618; purified PKM2, Kinase-Glo ATP luminescence, activation; response scale: 0% is enzyme alone, no compound; Potency, µM (doses to about 57.5 µM), for the others: at the highest dose activation, hits mostly activators; 260,000 compounds, 0.34% hits; AID 1631, 2009; further: potency means the concentration at half of the fitted maximal effect; on the % scale 0 is the no-effect control and ±100 the full control effect; nearly all actives have a fitted effect of over 55% in size
# Target sequence (P14618 whole entry, looked up, canonical isoform): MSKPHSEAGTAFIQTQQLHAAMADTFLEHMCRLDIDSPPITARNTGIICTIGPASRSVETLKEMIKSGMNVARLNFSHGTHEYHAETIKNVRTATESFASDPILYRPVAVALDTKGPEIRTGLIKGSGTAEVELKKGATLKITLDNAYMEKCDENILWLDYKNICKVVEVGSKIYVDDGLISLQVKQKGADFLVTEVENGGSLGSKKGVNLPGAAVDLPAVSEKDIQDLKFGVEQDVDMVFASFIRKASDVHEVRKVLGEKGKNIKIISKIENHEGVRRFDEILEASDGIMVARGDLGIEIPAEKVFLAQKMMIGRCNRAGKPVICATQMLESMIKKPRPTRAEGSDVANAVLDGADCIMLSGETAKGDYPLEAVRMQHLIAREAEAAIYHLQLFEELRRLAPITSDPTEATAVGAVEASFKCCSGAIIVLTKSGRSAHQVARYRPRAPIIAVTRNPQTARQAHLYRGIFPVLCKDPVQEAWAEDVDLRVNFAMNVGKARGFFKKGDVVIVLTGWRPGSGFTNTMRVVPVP
#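 Kinase-Glo luminescence reports ATP generated from ADP (0.1 mM) and PEP (0.5 mM) by purified hPK-M2 after 1 h at room temperature, pH 7.2 imidazole buffer; intermediate enzyme activity allows detecting inhibitors and activators.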
# Menin MLL FP TR = qHTS Assay for Inhibitors Targeting the Menin-MLL Interaction in MLL Related Leukemias: Competition With Texas Red Labeled MLL-derived Mutant Peptide | Menin + Texas Red MLL mutant peptide, fluorescence polarization | 270,000 compounds, 0.23% hits | Potency, µM (doses to about 61.6 µM), for inactives: at the highest dose FP activity change, negative = inhibition, hits mostly inhibitors | O00255 | AID 1768, 2009; active means well fitted inhibition curve with a large enough effect in the polarisation, with a control signal flat, not every such curve was filed as active; inconclusive means small, poorly fitted or top-dose-only effect, or effect the other way, or a change in a side signal; inactive means no such curve, though single readings can be large or run the other way; the % refers to the polarisation; further: potency means the concentration at half of the fitted maximal effect; % of control where 0% means no effect; many of its hits are not listed in these tables
# Target sequence (O00255 whole entry, looked up): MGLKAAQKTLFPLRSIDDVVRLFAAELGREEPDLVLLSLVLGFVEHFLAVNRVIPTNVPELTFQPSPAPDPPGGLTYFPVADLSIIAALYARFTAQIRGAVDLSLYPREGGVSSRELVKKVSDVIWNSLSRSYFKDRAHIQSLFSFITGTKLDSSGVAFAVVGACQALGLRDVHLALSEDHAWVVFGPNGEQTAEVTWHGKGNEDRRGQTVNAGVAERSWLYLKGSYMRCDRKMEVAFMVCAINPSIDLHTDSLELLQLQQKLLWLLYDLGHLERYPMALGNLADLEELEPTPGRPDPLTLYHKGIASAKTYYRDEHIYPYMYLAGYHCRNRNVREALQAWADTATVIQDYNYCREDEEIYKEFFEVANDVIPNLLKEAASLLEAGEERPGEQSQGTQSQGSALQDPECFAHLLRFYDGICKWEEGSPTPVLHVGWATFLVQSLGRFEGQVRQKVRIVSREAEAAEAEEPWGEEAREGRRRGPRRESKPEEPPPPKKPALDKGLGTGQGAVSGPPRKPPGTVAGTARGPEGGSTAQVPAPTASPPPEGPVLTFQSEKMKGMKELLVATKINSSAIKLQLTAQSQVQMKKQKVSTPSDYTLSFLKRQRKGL
# Gal4-VP16 FLuc = VP16 counterscreen qHTS for inhibitors of ROR gamma transcriptional activity | Drosophila S2 Gal4-VP16 UAS-luciferase, luminescence, 20 h | Potency, µM (series often up to 53.6 µM), for the others: at the top dose activity, negative = inhibition, hits mostly inhibitors | 310,000 compounds, 3.5% hits | AID 2546, 2010;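 further: Gal4-VP16 expression switched on by copper sulfate through the metallothionein promoter; potency means the concentration at half of the fitted maximal effect; on the % scale 0 is the no-effect control and ±100 the full control effect; nearly all actives have a fitted effect of over 50% in size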
# BRCA1 expr act = qHTS Assay to Identify Small Molecule Activators of BRCA1 Expression; Potency, µM (doses to about 46.1 µM), without a hit: top-dose activation, actives largely listed as activators; MCF7-BRCA1-FFLuc reporter, luminescence, 48 h; response scale: scaled: vehicle 0%, 10 µM genistein 100%; 380,000 compounds, 1.1% hits; further: potency means the concentration at half of the fitted maximal effect; nearly all actives have a fitted effect of over 80% in size; some results filed as inactive show a strong effect at the top dose
#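 Activators of BRCA1 expression were detected as increased firefly luciferase luminescence in engineered MCF7 cells after 48 h compound incubation. Signals were scaled to genistein 10 microM as full activation.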
# NPC1 promoter act = qHTS Assay for NPC1 Promoter Activators; Huh7 NPC1 promoter luciferase reporter, 24 h; AID 485313, 2010; Potency, µM (doses to about 9.22 µM), inactives show at the top dose activation, hits mostly activators; 320,000 compounds, 2.4% hits;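 further: potency means the concentration at half of the fitted maximal effect; % of control where 0% means no effect; nearly all actives have a fitted effect of over 60% in size; reporter is driven by a mutant NPC1 promoter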
#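 Luciferase expression driven by the NPC1 promoter was measured in stably transfected Huh7 cells after a 24 h compound incubation, using a luciferase reagent and a luminescence read.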
# p53 reactivation = qHTS assay for re-activators of p53 using a Luc reporter. H1299 p53-A138V BP100-luciferase reporter, luminescence, 24 h. Potency, µM (top dose mostly 92.2 µM), inactives show at the top dose activity change, positive = activation, actives largely listed as activators. 320,000 compounds, 0.063% hits. AID 504706, 2011; further: potency means the concentration at half of the fitted maximal effect; % of control where 0% means no effect; nearly all actives have a fitted effect of over 45% in size
#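 H1299 (p53-null), stable ts p53-A138V + BP100-Luc; 1000 cells/well, Opti-MEM/10% FBS; cpd 4 pt, 1:5; 24 h, 37 deg C, 5% CO2; detection reagent 10 min RT; luminescence.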
# FLuc counter = qHTS profiling assay for firefly luciferase inhibitor/activator using purifed enzyme and Km concentrations of substrates (counterscreen for miR-21 project); Luciferin 4-monooxygenase (Photinus pyralis), P08659; purified FLuc, Km substrates, luminescence inhibition; Potency, µM (titrated, usually from 57.5 µM), for inactives: at the top dose activity change, negative = inhibition, usual class: inhibitors; 360,000 compounds, 6.9% hits; AID 588342, 2011;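 further: potency means the concentration at half of the fitted maximal effect; plate controls were vehicle for no effect and reference inhibitor for full effect; nearly all actives have a fitted effect of over 55% in size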
#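 Biochemical qHTS of compounds, final roughly 60 µM downward over six points, against 10 nM purified firefly luciferase using Km concentrations of substrates (10 uM D-luciferin, 10 uM ATP) in Tris acetate pH 7.5 buffer; luminescence output.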
# Rab9 promoter act = qHTS Assay for Rab9 Promoter Activators; Huh7 Rab9 promoter-luciferase reporter, luminescence, 24 h; Potency, µM (highest dose often 9.22 µM), inactives show top-dose activation, negative = inhibition, actives largely listed as activators; 320,000 compounds, 2.8% hits; AID 485297, 2010; further: potency means the concentration at half of the fitted maximal effect; % of control where 0% means no effect; nearly all actives have a fitted effect of over 60% in size
#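 Measured in stably transfected Huh7 cells bearing a Rab9 promoter–luciferase construct: 24 h compound treatment at 37 °C, followed by luminescence detection.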
# ELG1 genotox = qHTS screen for small molecules that induce genotoxicity in human embryonic kidney (HEK293T) cells expressing luciferase-tagged ELG1. HEK293T ELG1-luciferase reporter, luminescence, 16 h. Potency, µM (series often up to 46 µM), for inactives: at the top dose activity change, positive = activation, actives largely listed as activators. 330,000 compounds, 1.3% hits; further: potency means the concentration at half of the fitted maximal effect; % of control where 0% means no effect; nearly all actives have a fitted effect of over 60% in size
#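 HEK293T cells expressing luciferase-tagged ELG1 were exposed to compound or DMSO vehicle for 16 hr at 37 °C and 5% CO2. Luciferase activity was then measured with ONE-Glo after 30 min at room temperature.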
# Giardia kill = Small Molecules that selectively kill Giardia lamblia: qHTS | 340,000 compounds, 0.15% hits | activity change, % at 7.66 µM, hits read low | Giardia lamblia trophozoite viability; in the data active means activity change below about -80%; inconclusive means between about -30% and that limit;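 further: parasites exposed to compound for two days anaerobically before the ATP read; on the % scale 0 is the no-effect control and ±100 the full control effect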
#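 Giardia lamblia trophozoites (100 cells/well) were incubated with compounds for 48 h at 37 deg C under anaerobic conditions. Viability was read as ATP content by one-step luminescence after 15-30 min at room temperature.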
# * hit, by the source's call; ? = inconclusive; nt = no result given; & = joins results of further samples; [ ] = remark or other dose. Unless noted, the call rests on the fitted dose curve; in most records, active means well fitted curve in the direction sought with a large enough effect; inconclusive means small, poorly fitted or top-dose-only effect, or another doubt; inactive means no such curve, though single readings can be large; an effect the other way counts as inactive or inconclusive. This is a subset (hit frequency here may not be typical).
# Each structure is followed by: RORgamma inh	PKM2 act	Menin MLL FP TR	Gal4-VP16 FLuc	BRCA1 expr act	NPC1 promoter act	p53 reactivation	FLuc counter	Rab9 promoter act	ELG1 genotox	Giardia kill
CCC(NC(=O)OCc1ccccc1)C(=O)Oc1ccc2ccc(=O)oc2c1 (stereo not drawn)
 : 26%	nt	-23%	2%	-7%	-2%	-2%	-19%	-4%	3%	8
COc1ccccc1Oc1c(C)oc2c(CN3CCN(CCO)CC3)c(O)ccc2c1=O
 : -1%	-3%	-6%	0%	-11%	-1%	8%	-1%	-4%	-2%	4
Cc1ccc(NC(=O)c2ccc(Cl)c(N3C(=O)CCC3=O)c2)cc1
 : 0%	-3%	nt	-1%	-13%	1%	?	?	3%	1%	7
CCc1ccccc1NC(=O)C1(S(=O)(=O)c2ccc(C)cc2)CC1
 : -9%	nt	2%	3%	-12%	-1%	-2%	-1%	3%	-5%	-3
O=S1(=O)CCOC[C@H](c2ccccc2)N1Cc1ccccc1F
 : 3%	-3%	12%	-9%	0%	0%	nt	12%	0%	-1%	-7
Cc1nc([N+](=O)[O-])nn1C12CC3CC(CC(Cl)(C3)C1)C2
 : -26%	-2%	-1%	-7%	-23%	0%	-1%	0%	-5%	-1%	-29
COc1cc(O)c2c(=O)c(-c3ccc(O[C@@H]4O[C@H](CO)[C@@H](O)[C@H](O)[C@H]4O)cc3)coc2c1
 : -10%	nt	-13%	-3%	2µM*	1.6µM*	25%	17µM*	4µM*	?	-8
Clc1ccc(Nc2ccc(Cl)nn2)cc1
 : 24%	-1%	nt	3%	1%	2%	-1%	?	-3%	1%	0
O=S(=O)(NC1CCCCC1N1CCOCC1)c1ccc(Cl)cc1 (stereo not drawn)
 : 13%	1%	-13%	-6%	-23%	-10%	-6%	-1%	-18%	-1%	0
COc1ccc(COC(=O)C2=C(C)NC(=O)NC2c2ccc(O)cc2)cc1 (stereo not drawn)
 : -5%	0%	15%	2%	3%	-1%	nt	-1%	0%	-2%	4
CC(=O)c1cc(-c2ccccc2)n(CCC(=O)NC2CCCCCC2)c1C
 : 38%	6%	7%	6%	-26%	0%	-9%	1%	-6%	0%	14
Cc1noc(C)c1S(=O)(=O)N1CCC(C(=O)NCCCN2CC(C)CC(C)C2)CC1 (stereo not drawn)
 : 0%	-2%	-5%	-2%	-1%	-1%	2%	2%	-1%	-7%	-4
O=C(N/N=C/c1cc([N+](=O)[O-])cc([N+](=O)[O-])c1O)C(O)(c1ccccc1)c1ccccc1
 : nt	nt	nt	nt	1%	-3%	20%	-3%	1%	0%	-16
Nc1c(C(=O)N2CCOCC2)sc2nc3c(cc12)CCC3
 : ?	-28%	1%	?	64%	1.3µM*	-2%	7.6µM*	0.89µM*	2.9µM*	-4
CCC(C)NC(=O)COC(=O)c1cc([N+](=O)[O-])ccc1Sc1nc(C)cs1 (stereo not drawn)
 : -17%	0%	-9%	2%	-9%	-2%	10%	6%	-4%	1%	-5
Cc1ccc([N+](=O)[O-])cc1NC(=O)C(C)NS(=O)(=O)c1ccc(F)cc1 (stereo not drawn)
 : 0%	0%	3%	-2%	3%	0%	2%	-1%	0%	-7%	-17
CC(NC(=O)CNC(=O)c1ccccc1F)c1ccc(-n2ccnc2)cc1 (stereo not drawn)
 : nt	nt	nt	nt	10%	1%	-7%	5%	-4%	1%	17
COc1ccc(-n2c(=O)[nH]c3cc(C(=O)NCCc4ccccc4)ccc3c2=O)cc1OC
 : 2%	nt	0%	4%	-19%	-7%	-5%	-2%&-1%	0%[1.84 µM]	-9%	0
CC(C)CNC(=O)c1cccc(C(=O)NCC(C)C)c1
 : 6%	-20%	-2%	-2%	-3%	1%	3%	2%	0%	-5%	12
CC(C)NC(=O)c1ccccc1-c1ccccc1
 : 16%	5%	-6%	3%	0%	0%	-6%	2%	-1%	0%	7
C/C(=N\Nc1ccc(C(F)(F)F)cn1)c1ccncc1
 : 30%	0%	4%	13%	69%	21%	11%	?	?	14%	-24
Cc1n[nH]c(C)c1CCC(=O)N/N=C/C=C/c1ccccc1
 : 26%	-3%	3%	-9%	-23%	0%	8%	5%	1%	1%	-4
S=C(NCc1ccccn1)Nc1ccc(Cl)cc1
 : 7.9µM*	1%	39%[activator]	?	62%	18%	4%	0%	27%	1%	-5
CN1CCN(C(=O)c2cc(COc3c(F)cccc3F)on2)CC1c1ccccc1 (stereo not drawn)
 : 7.1µM*	18µM*	-18%	7.1µM*	30%	-2%	-11%	?	-6%	-14%	8
Cc1cccc(C(=O)N2CCCC(Nc3ccc(C(C)C)cc3)C2)n1 (stereo not drawn)
 : 0%	6%[0.46 µM]	-15%	-7%	-36%	1%	16%	1%	8%	-1%	3
Cc1cccc(/C(N)=N/OC(=O)c2ccco2)c1
 : ?	-34%	1%	?	?	?	?	1.9µM*	?	2.3µM*	-2
CC(=O)Nc1ccc(S(=O)(=O)N2CCN(c3nc(C)cc(C)n3)CC2)cc1
 : ?	1%[11.5 µM]	22%	1%	-3%	0%	-18%	2%	3%	-2%	-8
Cc1cc(Cl)ccc1NC(=O)CSc1n[nH]c(N)n1
 : nt	nt	nt	nt	9%	-1%	?	0%	0%	0%	-17
CCN1CCN(CCCNC(=O)CCC(=O)N2CCOc3ccc(Cl)cc32)CC1
 : -34%	0%	16%	7%	-17%	0%	nt	1%	2%	4%	12
Cc1ccc2sc(C)[n+](CCCS(=O)(=O)[O-])c2c1
 : 28%	6%	15%	-15%	21%	0%	3%	0%	14%	2%	4
Cc1c(NC(=S)NCc2ccc(F)cc2)cccc1[N+](=O)[O-]
 : ?	-2%	16%	16µM*	-8%	-3%	-4%	0%	-1%	-3%	3
CCN(c1ccccc1)S(=O)(=O)c1ccc(Oc2ccc([N+](=O)[O-])cc2)nc1
 : nt	nt	nt	nt	-35%	0%	2%	4%	1%	?	-7
Nc1cc(=O)[nH]c(SCC(=O)NCC2CCCO2)n1 (stereo not drawn)
 : -27%[10 µM]	3%	5%	-6%	-6%	7%	1%	-2%	-2%	1%	-26
COc1ccc(C2SCC(=O)N2c2c(C)n(C)n(-c3ccccc3)c2=O)c(OC)c1 (stereo not drawn)
 : -8%	0%	-11%	-11%	-1%	3%	7%	1%	4%	0%	13
Cc1ccc2[nH]c(-c3ccccc3)c(CN3CCN(C)CC3)c(=O)c2c1
 : -10%	-3%	-7%	-9%	4%	0%	1%	4%	-3%	12%	12
c1ccc(N2CCN(c3cnccn3)CC2)nc1
 : ?	2%	5%	1%	?	1%	?	2%	3%	3%	38[activator]
C=CCn1c(SCCC#N)nnc1-c1ccncc1
 : 12%	-1%	-26%	1%	9%	0%	-1%	10%	1%	3%	-6
Cn1ncc(Br)c1C(=O)NC1C2CC3CC(C2)CC1C3 (stereo not drawn)
 : 24%	-6%	-2%	-17%	-14%	-1%	-12%	1%	-3%	-4%	-21
N#CCCN(C(=O)COC(=O)c1ccc2c(c1)NC(=O)CS2)c1ccc2c(c1)OCCO2
 : 4%	3%	-7%	1%	3%	-1%	-1%	1%	-8%	-3%	2
Cc1ccc(S(=O)(=O)Nc2cccc(C(=O)NCCCN3CCOCC3)c2)cc1F
 : nt	nt	nt	nt	-28%	-2%	-5%	1%	-2%	-6%	21
O=C1N[C@@H](Cc2ccccc2)C(=O)N2[C@H]1C[C@]1(Br)c3ccccc3N(S(=O)(=O)c3ccccc3)[C@H]21
 : nt	nt	nt	nt	-4%	-2%	-6%	7%	2%	-1%	18
CCCCNC(=O)CS(=O)Cc1nc(-c2cccc(C)c2)oc1C (stereo not drawn)
 : -37%	1%	4%[11.7 µM]	1%	-9%	-3%	-7%	2%	4%	0%	-22
COc1ccc(-c2noc(CN(Cc3nccn3C)C(C)C)n2)cc1
 : ?	-2%	nt	-7%	-27%	-3%	-1%	3%	-1%	2%	6
CCCC(C)NC(=O)CSc1nc(-c2ccccc2)cn1N (stereo not drawn)
 : 14%	nt	-1%	-10%	-11%	1%	-2%	6%	1%	-3%	-9
CCn1nc(C(=O)OCC(=O)Nc2nc(-c3ccc(OC)cc3)cs2)c2ccccc2c1=O
 : ?	0%	-7%	-3%	6.3µM*	?	?	?	?	?	-16
